Candida biofilm = kills Candida albicans biofilms | C. albicans biofilm + clotrimazole, Alamar Blue | inhibition, % at 6 µM | actives 0.14% (n = 85,000) | AID 834;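 active means inhibition above 20%; inactive means inhibition below 20%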;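 further: preformed 24 hr biofilms exposed to compound for 48 hr; 0% = biofilm without compound and 100% = blank killed by clotrimazole plus chlorhexidine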
CYP2C9 inhib = inhibitors of human CYP2C9; AID 777; actives 20% (n = 96,000); P11712; CYP2C9 Supersomes, luciferin-H conversion, luminescence; inhibition, % at 5 µM;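 active means blocking of liver enzyme CYP2C9 beyond about 50% at 5 µM, limit read from the data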; further: values of inactives mirror those of a sister screen read the other way
Target sequence (P11712 whole entry, looked up): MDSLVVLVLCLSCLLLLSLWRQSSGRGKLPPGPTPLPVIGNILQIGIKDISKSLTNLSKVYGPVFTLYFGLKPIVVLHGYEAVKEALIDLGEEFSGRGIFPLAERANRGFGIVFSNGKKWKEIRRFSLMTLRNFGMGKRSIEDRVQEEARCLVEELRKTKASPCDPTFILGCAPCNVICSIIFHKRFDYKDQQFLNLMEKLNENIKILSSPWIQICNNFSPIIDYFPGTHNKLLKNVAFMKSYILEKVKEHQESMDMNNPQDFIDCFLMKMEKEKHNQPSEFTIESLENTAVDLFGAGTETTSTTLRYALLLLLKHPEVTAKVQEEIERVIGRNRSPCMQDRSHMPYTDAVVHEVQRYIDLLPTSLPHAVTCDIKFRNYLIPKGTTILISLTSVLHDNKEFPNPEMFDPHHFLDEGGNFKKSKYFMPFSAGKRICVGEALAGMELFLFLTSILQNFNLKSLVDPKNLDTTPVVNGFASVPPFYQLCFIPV
CYP2C19 inh = human CYP2C19 inhibition. P33261. CYP2C19 Supersomes, luciferin-H EGE luminescence, 30 min. inhibition, % at 5 µM. actives 21% (n = 96,000). AID 778;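 active means CYP2C19 inhibition above a set limit at 5 µM in the primary screen, cut at about 50% in these data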;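 further: plate controls were negative control wells for no effect and 2.5 mM tranylcypromine positive control for full effect; values of inactives mirror those of a sister screen read the other way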
HUVEC tox TNFa = toxic to HUVEC cells under TNF alpha stimulation | AID 848 | cell count reduction, % at 2 µM | HUVEC TNFalpha-stimulated, Hoechst cell count, imaging | actives 0.17% (n = 93,000);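 active means cell count reduction exceeding the screen mean by over 5 SD, scaled to untreated wells per plate, cut at about 78% in these data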;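 further: cells counted after 24 h of TNF alpha exposure following the 1 h pretreatment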
HUVEC tox IL1B = HUVEC cytotoxicity counter-screen, IL-1B stimulated; HUVEC cell count loss, Hoechst imaging; cell count reduction, % at 2 µM; actives 0.41% (n = 94,000); AID 845;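 active means cell count reduction more than 3 SD above the screen-wide mean, cut at about 70% in these data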;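 further: normalized per plate to untreated control cells as the no-loss baseline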
DAT uptake mod = human DAT dopamine uptake with cocaine, either direction | Q01959 | LLC-PK1 hDAT cells, [14C]-dopamine uptake with cocaine IC80; actives deviate in either direction | B-score at 10 µM | actives 1.3% (n = 110,000) | AID 449768;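 active means Z score or B-score, a plate-position-corrected score, falls beyond the plate's 99.7% confidence bounds, in either direction; inactive means both scores lie inside the 99.7% bounds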;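 further: scored against the spread of the other compound wells on the same plate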
Target sequence (Q01959 whole entry, looked up): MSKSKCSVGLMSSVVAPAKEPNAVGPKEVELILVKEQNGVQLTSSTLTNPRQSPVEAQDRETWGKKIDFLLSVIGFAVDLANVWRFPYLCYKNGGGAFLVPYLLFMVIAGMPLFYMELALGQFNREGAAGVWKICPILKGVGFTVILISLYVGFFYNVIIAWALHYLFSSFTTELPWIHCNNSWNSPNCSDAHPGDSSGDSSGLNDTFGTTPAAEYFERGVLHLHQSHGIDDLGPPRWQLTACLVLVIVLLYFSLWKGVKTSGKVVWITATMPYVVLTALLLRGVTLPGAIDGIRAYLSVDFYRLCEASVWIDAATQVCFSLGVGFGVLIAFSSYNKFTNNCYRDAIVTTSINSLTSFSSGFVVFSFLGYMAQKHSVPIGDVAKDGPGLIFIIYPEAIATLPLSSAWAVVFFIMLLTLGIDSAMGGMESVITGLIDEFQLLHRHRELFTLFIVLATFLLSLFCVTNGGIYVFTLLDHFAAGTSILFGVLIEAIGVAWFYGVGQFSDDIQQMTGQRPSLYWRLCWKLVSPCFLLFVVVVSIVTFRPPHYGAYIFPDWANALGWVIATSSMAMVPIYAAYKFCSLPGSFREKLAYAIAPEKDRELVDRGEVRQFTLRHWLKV
CYP2C19 act = increases human CYP2C19 enzyme activity; P33261; 96,000 tested, under 10 active; recombinant CYP2C19, luciferin-H EGE luminescence; stronger effect = higher value; 0 = fully inhibited enzyme, 1 = untreated enzyme; activation factor at 5 µM;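 active means activation factor of at least 2 at 5 µM in the primary screen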;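 further: 0 = wells with 2.5 mM tranylcypromine and 1 = vehicle-only wells; values of inactives mirror those of a sister screen read the other way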
VCAM1 TNFa inh = reduces TNF alpha induced VCAM1 expression in HUVEC; actives 0.48% (n = 95,000); HUVEC TNFa-induced VCAM-1 immunofluorescence, high-content imaging; AID 802; inhibition, % at 2 µM;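 active means inhibition above the batch mean plus 3 SD, with images confirmed as a hit by eye, cut at about 37% in these data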;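 further: 0% = TNF-stimulated DMSO wells and 100% = unstimulated control wells; not every result past the cut was called active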
CYP2C9 activ = increases human cytochrome P450 2C9 activity; recombinant CYP2C9, luciferin-H conversion, luminescence; stronger effect = higher value; factor 1 = untreated enzyme, 0 = blocked; activation factor at 5 µM; P11712; actives 1.4% (n = 96,000);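 active means activation factor of 2 or more for CYP2C9 at a 5 µM dose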;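 further: 0 = sulfaphenazole-blocked wells and 1 = vehicle-only wells; values of inactives mirror those of a sister screen read the other way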
Numbers without * were called inactive.

How did O=C(NNC1CC(=O)N(c2ccc3c(c2)OCCO3)C1=O)c1ccccc1 (stereo unspecified) do in these assays?
CYP2C9 inhib: 6.5; CYP2C19 inh: 5.6; HUVEC tox IL1B: -0.7; DAT uptake mod: 0.176; CYP2C19 act: 0.9; VCAM1 TNFa inh: -10.7; CYP2C9 activ: 0.9

Results for O=S(=O)(Nc1nc2ccccc2nc1NCCO)c1cccc(Cl)c1 ?
Candida biofilm: -3.0; CYP2C9 inhib: 98.9*; CYP2C19 inh: 15.5; HUVEC tox TNFa: 6.1; HUVEC tox IL1B: -9.3; DAT uptake mod: 0.486; CYP2C19 act: 0.8; VCAM1 TNFa inh: 18.4; CYP2C9 activ: 0

How did Cc1ccccc1CNc1nc(N)n(-c2ccccc2)n1 do in these assays?
Candida biofilm: 20.4*; CYP2C9 inhib: -9.1; CYP2C19 inh: 9.9; HUVEC tox TNFa: -13.8; HUVEC tox IL1B: 4.1; DAT uptake mod: -0.0178; CYP2C19 act: 0.9; VCAM1 TNFa inh: -9.2; CYP2C9 activ: 1.1

Results for Fc1ccc(CSc2nncn2NCc2ccccc2)cc1 ?
Candida biofilm: 7.2; HUVEC tox TNFa: -6.2; HUVEC tox IL1B: -22.9; DAT uptake mod: 0.834; VCAM1 TNFa inh: 1.0

What do the screens show for `O=C(CSc1nc2ccccc2n1CC(=O)N1CCOCC1)N1CCCC1`?
Candida biofilm: 7.3; HUVEC tox TNFa: -5.3; HUVEC tox IL1B: -15.3; DAT uptake mod: -0.549; VCAM1 TNFa inh: -4.1

How did Cc1nnc(SCC(=O)Nc2cc(C(F)(F)F)ccc2N2CCOCC2)o1 do in these assays?
Candida biofilm: 9.6; CYP2C9 inhib: 2.8; CYP2C19 inh: 26.2; HUVEC tox TNFa: -24.5; HUVEC tox IL1B: 3.2; DAT uptake mod: 0.836; CYP2C19 act: 0.7; VCAM1 TNFa inh: -23.2; CYP2C9 activ: 1

What do the screens show for `CC(C)Cc1nc2oc3c(NCc4cccnc4)ncnc3c2c2c1CCC2`?
CYP2C9 inhib: 38.9; CYP2C19 inh: 34.9; HUVEC tox TNFa: 21.1; HUVEC tox IL1B: 12.5; DAT uptake mod: 0.712; CYP2C19 act: 0.7; VCAM1 TNFa inh: 7.6; CYP2C9 activ: 0.6

How did CCOc1ccc2[nH]c(=O)c(CN(C(=O)N3CCOCC3)C3CC3)cc2c1 do in these assays?
Candida biofilm: 5.5; CYP2C9 inhib: -15.4; CYP2C19 inh: -11.5; CYP2C19 act: 1.1; CYP2C9 activ: 1.2

How did CC1CCCC(C)N1NC(=O)c1ccc(Cl)c(S(N)(=O)=O)c1 (stereo unspecified) do in these assays?
Candida biofilm: 1.1; CYP2C9 inhib: -3.5; CYP2C19 inh: -25.0; HUVEC tox TNFa: 0.4; HUVEC tox IL1B: -18.5; DAT uptake mod: 0.53; CYP2C19 act: 1.3; VCAM1 TNFa inh: -10.9; CYP2C9 activ: 1

What do the screens show for `COc1ccc2oc(=O)c(C(=O)O)cc2c1`?
CYP2C9 inhib: -6.4; CYP2C19 inh: -14.5; HUVEC tox TNFa: 5.7; HUVEC tox IL1B: -9.0; DAT uptake mod: -0.0587; CYP2C19 act: 1.1; VCAM1 TNFa inh: 18.4; CYP2C9 activ: 1.1

Results for O=C(O)c1ccc(CSCc2ccco2)cc1 ?
Candida biofilm: -3.5; CYP2C9 inhib: -4.0; CYP2C19 inh: 15.1; HUVEC tox TNFa: -29.9; HUVEC tox IL1B: -6.0; DAT uptake mod: -0.0328; CYP2C19 act: 0.8; VCAM1 TNFa inh: -0.7; CYP2C9 activ: 1

How did O=C(Oc1cccc(-c2cnc3ccccc3n2)c1)c1ccco1 do in these assays?
Candida biofilm: 7.6; CYP2C9 inhib: 9.0; CYP2C19 inh: 7.6; HUVEC tox TNFa: -10.9; HUVEC tox IL1B: 0.7; DAT uptake mod: 1.13; CYP2C19 act: 0.9; VCAM1 TNFa inh: 15.1; CYP2C9 activ: 0.9

How did Cc1ccc(C(C(=O)NCc2ccco2)N(CCc2ccccc2)C(=O)Cn2nnc3ccccc32)o1 (stereo unspecified) do in these assays?
Candida biofilm: 4.0; CYP2C9 inhib: 11.1; CYP2C19 inh: 13.9; CYP2C19 act: 0.9; CYP2C9 activ: 0.9

Results for O=C(CCN1C(=O)c2ccccc2C1=O)Nc1ccc2c(c1)OCCO2 ?
Candida biofilm: 6.2; CYP2C9 inhib: 12.2; CYP2C19 inh: 6.0; HUVEC tox TNFa: -9.0; HUVEC tox IL1B: -17.0; DAT uptake mod: 2.32; CYP2C19 act: 0.9; VCAM1 TNFa inh: -29.9; CYP2C9 activ: 0.9

How did CCN(Cc1cc2cc(OC)ccc2[nH]c1=O)C(=O)Cc1ccc(OC)cc1 do in these assays?
Candida biofilm: -0.4; CYP2C9 inhib: 19.1; CYP2C19 inh: 42.7; HUVEC tox TNFa: -13.8; HUVEC tox IL1B: -5.5; DAT uptake mod: -3.21*; CYP2C19 act: 0.6; VCAM1 TNFa inh: 21.7; CYP2C9 activ: 0.8

Results for COc1cc(/C=N/Nc2snc(SC)c2C#N)ccc1O ?
CYP2C9 inhib: 38.1; CYP2C19 inh: 36.8; HUVEC tox TNFa: -14.1; HUVEC tox IL1B: 13.6; DAT uptake mod: -0.0775; CYP2C19 act: 0.6; VCAM1 TNFa inh: 43.3*; CYP2C9 activ: 0.6

How did Cc1ccc(C(=O)CC(C(=O)O)n2ccc(C)n2)cc1 (stereo unspecified) do in these assays?
Candida biofilm: 3.7; CYP2C9 inhib: -15.2; CYP2C19 inh: -3.2; HUVEC tox TNFa: -21.8; HUVEC tox IL1B: 1.3; DAT uptake mod: 1.24; CYP2C19 act: 1; VCAM1 TNFa inh: -4.2; CYP2C9 activ: 1.2

What do the screens show for `CC1=CC(C)(C)NC(=S)N1c1cccc2ccccc12`?
Candida biofilm: 5.7; HUVEC tox TNFa: -6.7; HUVEC tox IL1B: -8.1; DAT uptake mod: -1.8; VCAM1 TNFa inh: 5.3

What do the screens show for `CCOC(=O)CSc1nnc(CNC(=O)c2cccs2)n1-c1cc(OC)ccc1OC`?
Candida biofilm: 4.6; CYP2C9 inhib: 31.7; CYP2C19 inh: 58.2*; HUVEC tox TNFa: 10.2; HUVEC tox IL1B: -40.0; DAT uptake mod: -0.0167; CYP2C19 act: 0.4; VCAM1 TNFa inh: 19.8; CYP2C9 activ: 0.7

What do the screens show for `O=C(CCCN1C(=O)c2ccccc2C1=O)Nc1nccs1`?
Candida biofilm: 1.6; CYP2C9 inhib: 21.9; CYP2C19 inh: 6.4; HUVEC tox TNFa: -45.6; HUVEC tox IL1B: -1.1; DAT uptake mod: 0.0177; CYP2C19 act: 0.9; VCAM1 TNFa inh: 23.3; CYP2C9 activ: 0.8

Results for O=C1N=C(N2CCOCC2)S/C1=C/c1ccc(-c2ccccc2Cl)o1 ?
CYP2C9 inhib: 19.2; CYP2C19 inh: 39.2; HUVEC tox TNFa: 1.3; HUVEC tox IL1B: -12.5; DAT uptake mod: 0.732; CYP2C19 act: 0.6; VCAM1 TNFa inh: -15.8; CYP2C9 activ: 0.8

What do the screens show for `CCC(C)NC(=O)CNC(=O)Cn1c(C)cc2ccccc2c1=O` (stereo unspecified)?
Candida biofilm: 8.3; CYP2C9 inhib: -23.9; CYP2C19 inh: 11.3; DAT uptake mod: -0.0224; CYP2C19 act: 0.9; CYP2C9 activ: 1.2

What do the screens show for `CCC(C)N(C(=O)Cn1nnc2ccccc21)C(C(=O)NCc1ccco1)c1cccc(OC)c1` (stereo unspecified)?
CYP2C9 inhib: 7.5; CYP2C19 inh: 11.3; DAT uptake mod: -0.205; CYP2C19 act: 0.9; CYP2C9 activ: 0.9

What do the screens show for `CCOC(=O)C1CCCN(Cc2ccc(OCC)cc2)C1` (stereo unspecified)?
Candida biofilm: 5.1; CYP2C9 inhib: -4.9; CYP2C19 inh: 76.4*; HUVEC tox TNFa: -34.9; HUVEC tox IL1B: -10.0; DAT uptake mod: 0.0861; CYP2C19 act: 0.2; VCAM1 TNFa inh: -12.3; CYP2C9 activ: 1

Molecules shown so far with an NH in an aromatic ring:
How did CCOc1ccc2[nH]c(=O)c(CN(C(=O)N3CCOCC3)C3CC3)cc2c1 do in these assays?
Candida biofilm: 5.5; CYP2C9 inhib: -15.4; CYP2C19 inh: -11.5; CYP2C19 act: 1.1; CYP2C9 activ: 1.2

How did CCN(Cc1cc2cc(OC)ccc2[nH]c1=O)C(=O)Cc1ccc(OC)cc1 do in these assays?
Candida biofilm: -0.4; CYP2C9 inhib: 19.1; CYP2C19 inh: 42.7; HUVEC tox TNFa: -13.8; HUVEC tox IL1B: -5.5; DAT uptake mod: -3.21*; CYP2C19 act: 0.6; VCAM1 TNFa inh: 21.7; CYP2C9 activ: 0.8

New compounds follow
What do the screens show for `COc1ccccc1-c1nc(C#N)c(N2CCCCCC2)o1`?
Candida biofilm: 6.6; CYP2C9 inhib: -25.4; CYP2C19 inh: 22.8; HUVEC tox TNFa: -3.9; DAT uptake mod: -0.34; CYP2C19 act: 0.8; VCAM1 TNFa inh: 9.7; CYP2C9 activ: 1.3

What do the screens show for `O=C(c1ccco1)c1nnn(Cc2ccccc2)c1-c1ccccc1`?
Candida biofilm: 9.8; CYP2C9 inhib: 54.2*; CYP2C19 inh: 13.3; HUVEC tox TNFa: -14.3; HUVEC tox IL1B: -53.3; DAT uptake mod: -2.02; CYP2C19 act: 0.9; VCAM1 TNFa inh: 19.0; CYP2C9 activ: 0.5

How did Cc1occc1-c1nnc(SCC(=O)NCc2ccco2)n1CC(C)C do in these assays?
Candida biofilm: 6.1; CYP2C9 inhib: -17.6; CYP2C19 inh: 5.6; HUVEC tox TNFa: -22.7; HUVEC tox IL1B: 7.8; DAT uptake mod: 0.119; CYP2C19 act: 0.9; VCAM1 TNFa inh: 6.6; CYP2C9 activ: 1.2

What do the screens show for `COc1ccccc1CNc1nc2nc3c(c(=O)n2[nH]1)CCC3`?
Candida biofilm: 1.2; CYP2C9 inhib: 75.5*; CYP2C19 inh: 27.8; HUVEC tox TNFa: 3.5; HUVEC tox IL1B: 8.2; DAT uptake mod: -1; CYP2C19 act: 0.7; VCAM1 TNFa inh: 9.1; CYP2C9 activ: 0.2

What do the screens show for `Cc1ccc(Oc2ccc(Cl)cc2NC(=O)c2cnccn2)cc1`?
Candida biofilm: 7.5; CYP2C9 inhib: 55.8*; CYP2C19 inh: 24.2; HUVEC tox TNFa: -7.8; HUVEC tox IL1B: 6.6; DAT uptake mod: -0.675; CYP2C19 act: 0.8; VCAM1 TNFa inh: 15.6; CYP2C9 activ: 0.4

How did CCN1CCN(CCC(=O)Nc2ccccc2OC)CC1 do in these assays?
Candida biofilm: 8.1; CYP2C9 inhib: -6.5; CYP2C19 inh: -8.0; HUVEC tox TNFa: -27.1; HUVEC tox IL1B: -22.8; DAT uptake mod: 1.82; CYP2C19 act: 1.1; VCAM1 TNFa inh: 28.2; CYP2C9 activ: 1.1

How did CCc1ccccc1NC(=O)c1nnn(CC(=O)Nc2cccc(C)c2)c1N do in these assays?
Candida biofilm: 5.5; CYP2C9 inhib: -54.8; CYP2C19 inh: 1.0; HUVEC tox TNFa: 9.5; HUVEC tox IL1B: -7.5; DAT uptake mod: 0.00305; CYP2C19 act: 1; VCAM1 TNFa inh: 15.1; CYP2C9 activ: 1.5

How did CC1=C(C)CC(C(=O)NCC(=O)c2ccccc2)C(C(=O)O)C1 (stereo unspecified) do in these assays?
Candida biofilm: 0.2; CYP2C9 inhib: 8.7; CYP2C19 inh: 7.8; HUVEC tox TNFa: 3.1; HUVEC tox IL1B: -101.5; DAT uptake mod: -0.531; CYP2C19 act: 0.9; VCAM1 TNFa inh: 22.8; CYP2C9 activ: 0.9
